mcGAS MS inh = blocks mouse cGAS cGAMP production; inhibition, % at 12.5 µM; recombinant mouse cGAS, cGAMP by RapidFire MS; 0.18% of 130,000 active; Q8C6L5;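 active = inhibition of cGAS enzyme activity at or above 60%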;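 also: enzyme stimulated by 45 bp dsDNA with ATP and GTP substrates; cGAMP share of summed cGAMP plus half ATP and half GTP signals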
Target sequence (Q8C6L5 whole entry, looked up): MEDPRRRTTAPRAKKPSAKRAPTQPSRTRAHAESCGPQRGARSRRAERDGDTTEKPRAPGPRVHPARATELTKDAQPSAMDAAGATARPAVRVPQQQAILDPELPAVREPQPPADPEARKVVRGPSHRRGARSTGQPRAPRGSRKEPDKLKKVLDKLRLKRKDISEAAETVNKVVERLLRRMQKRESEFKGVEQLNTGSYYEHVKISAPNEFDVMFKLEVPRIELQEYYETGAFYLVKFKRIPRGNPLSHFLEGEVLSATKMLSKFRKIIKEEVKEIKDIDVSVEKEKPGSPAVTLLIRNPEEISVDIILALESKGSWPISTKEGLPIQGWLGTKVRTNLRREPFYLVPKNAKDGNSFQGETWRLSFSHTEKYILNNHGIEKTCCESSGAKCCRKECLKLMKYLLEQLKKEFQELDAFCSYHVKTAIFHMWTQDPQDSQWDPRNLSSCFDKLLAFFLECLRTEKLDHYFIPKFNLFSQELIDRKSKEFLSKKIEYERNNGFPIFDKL
* hit, by the source's call.

no.	SMILES	mcGAS MS inh
1	CC(=O)c1nc(N2C(=O)CC(Cc3cc(C)cc(C)c3)C2=O)sc1C (stereo unspecified)	-1
2	O=C(O)CCN(CCC(=O)O)c1ccccc1O	-4
3	COc1ccc(C(C)=O)cc1Cn1c(C)c(C(=O)NCc2cccc(Cl)c2)sc1=O	-6
4	COC(=O)c1ccc(N2C(=O)CC(N(Cc3ccco3)C(=S)NCCc3ccccc3)C2=O)cc1 (stereo unspecified)	-3
5	O=C(CSC(C(=O)c1ccccc1)c1ccccc1)Nc1ccccc1 (stereo unspecified)	-10
6	CCCCC(=O)Nn1cnc2c(cnn2-c2ccc(C)c(C)c2)c1=O	-3
7	O=C(O)Cc1nc(-c2ccncc2)n[nH]1	-26
8	Cc1ccccc1-n1ncc(C(C)NC(=O)c2cc(F)ccc2F)c1C (stereo unspecified)	2
9	Cn1c(=NC(=O)CCCS(=O)(=O)c2ccc(F)cc2)sc2cc3c(cc21)OCCO3	4
10	COc1cccc(-n2nnc3c(=O)n(Cc4ccccc4)cnc32)c1	7
11	CC(=O)c1ccc(NC(=O)CN(C)Cc2cccc(F)c2)cc1	-6
12	CC(C)(C)n1cc(C#N)c(NS(=O)(=O)c2cccc(F)c2)n1	-13
13	CC1CCCCC1OCCNC(=O)C1(c2ccc(F)cc2)CCC1 (stereo unspecified)	-2
14	CC(NCc1csc2ccc(Cl)cc12)C(=O)NC1CCCC1 (stereo unspecified)	-2
15	O=C(Nc1cc(S(=O)(=O)N2CCCC2)ccc1O)c1ccc(S(=O)(=O)NC2CC2)cc1	-17
16	COc1cccc(COc2c[nH]c(C(=O)Nc3cc(NC(C)=O)ccc3OC)cc2=O)c1	-2
17	O=C1CCCN1CCCn1ccnc1-c1cccc(-n2cccn2)c1	-13
18	CCOc1ccc(CN2CCC3(CC2)CNC(=O)C3)cn1	-14
19	O=C(O)CCSc1nc(-c2ccccc2)c(-c2ccccc2)[nH]1	-10
20	O=C(O)CSc1nc2c(cnn2CCO)c(=O)[nH]1	-25
21	CC1(C)CC(Nc2nc3nonc3nc2NC2CCCC2)CCO1 (stereo unspecified)	-5
22	CN(C)CCSc1nc2ccccc2[nH]1	-6
23	Cc1ccc(NC(=O)Cn2c(=O)cnc3ccccc32)cc1Br	-7
24	COc1cc(C)c(CNC(C)c2csc(C3CC3)n2)cc1OC (stereo unspecified)	-22
25	Cc1onc(-c2ccccc2)c1C(=O)N1CCN(c2ccc(Cl)cc2)CC1	-2
26	CC(C)(C)SCCNC(=O)CN(c1ccc(Cl)cc1Cl)S(=O)(=O)c1ccccc1	-1
27	Cn1ccc(NCC(C)(C)CCC#N)n1	0
28	CCC1CCCN(C(=O)c2cc(NC(=O)c3cc(OC)cc(OC)c3)ccc2O)C1 (stereo unspecified)	-9
29	O=C(NCCc1cccs1)N1CCN(S(=O)(=O)c2c(Cl)cccc2Cl)CC1	-3
30	Clc1ccc(-n2cnnc2C2CCOCC2)cc1	1

2 records picked at random from the list so far:
no.	SMILES	mcGAS MS inh
24	COc1cc(C)c(CNC(C)c2csc(C3CC3)n2)cc1OC (stereo unspecified)	-22
5	O=C(CSC(C(=O)c1ccccc1)c1ccccc1)Nc1ccccc1 (stereo unspecified)	-10

Some of these compounds in order of their number in mcGAS MS inh, highest first:
no.	SMILES	mcGAS MS inh
27	Cn1ccc(NCC(C)(C)CCC#N)n1	0
6	CCCCC(=O)Nn1cnc2c(cnn2-c2ccc(C)c(C)c2)c1=O	-3
11	CC(=O)c1ccc(NC(=O)CN(C)Cc2cccc(F)c2)cc1	-6
15	O=C(Nc1cc(S(=O)(=O)N2CCCC2)ccc1O)c1ccc(S(=O)(=O)NC2CC2)cc1	-17
24	COc1cc(C)c(CNC(C)c2csc(C3CC3)n2)cc1OC (stereo unspecified)	-22

Other structures
no.	SMILES	mcGAS MS inh
31	CC(C)(C)CC(=O)NCCc1ccc(S(N)(=O)=O)cc1	-2
32	Cn1cc(/C=C/C(=O)N2CCN(Cc3ccsc3)CC2)c(=O)n(C)c1=O	-1
33	Cc1cc(C(=O)O)ccc1-c1ccc(C(C)N2CCOCC2)cc1 (stereo unspecified)	-8
34	c1ccc(-c2cc3c(-n4cccc4)ncnc3o2)cc1	-4
35	NC(=N/N=C\c1ccc(O)cc1O)c1nonc1N	9
36	COc1ccc(Cn2c(N)nc(C#N)c2C#N)cc1F	-7
37	O=C(CSc1nc2c(c(=O)n1-c1ccccc1)SCC2)Nc1nccs1	-9
38	NC(=O)c1cc2c(nc1-c1ccc(F)cc1Cl)CCC2	-6
39	O=C(NCCc1ccccc1)N1CCC(n2cc(CCCO)nn2)CC1	-10
40	NC(=O)CN(Cc1ccc(Br)cc1)Cc1nc2ccccc2s1	-2
41	CCn1c(CN2CCC(O)(Cc3cc(-c4ccccc4)no3)CC2)nc2ccccc21	-5
42	CC[C@H]1CN(C(=O)c2cnn3ccccc23)CC[C@@]1(C)O	-34
43	COC(=O)COC(=O)c1cccc2c1C(=O)c1ccccc1C2=O	-11
44	COc1cccc(-c2nc(C=Nc3ccccc3Cl)c(O)o2)c1	-4
45	Cc1sc2ncnc(N3CCC(C)CC3)c2c1S(=O)(=O)N1CCOCC1	10
46	COc1ccc(N2CCN(C3CCCN(Cc4ccc(F)c(F)c4)C3)CC2)cc1 (stereo unspecified)	-2
47	Cc1ccc(F)c(-c2cc(C)nc(N)n2)c1	-2
48	CC1=C(C(=O)NCCSc2ncn[nH]2)C(C)NC(=O)N1 (stereo unspecified)	-5
49	C=C(C)Cn1c(=O)c2c(nc3n(-c4cc(C)ccc4C)c(C)c(C)n23)n(C)c1=O	-1
50	CCn1ncnc1-c1c(-c2ccccc2)ncn1CCNc1cccnc1	-8
51	CC(=O)N(C)c1nc(COC(=O)C2CC3CCC2C3)cs1 (stereo unspecified)	-3
52	CSc1nsc(SCC2=NNC(=O)c3ccccc3O2)n1	1
53	COCCC(=O)N(CC1CCN(C2Cc3ccccc3C2)CC1)CC1CCCO1 (stereo unspecified)	-17
54	CCn1cc(C(=O)N2CCCC(N3CCN(c4cccc(Cl)c4)CC3)C2)cn1 (stereo unspecified)	-6
55	CCC1CN(C(C)c2nc(-c3ccncc3)no2)CCO1 (stereo unspecified)	1
56	O=C1CCCN1c1ccc(S(=O)(=O)Oc2ccccc2Cl)cc1[N+](=O)[O-]	-4
57	Cc1ccc(NC(=O)C(C)n2ncccc2=O)cc1F (stereo unspecified)	-1
58	COc1ccccc1OCCCOc1ccccc1Cl	-3
59	CC(c1ccc(C(=O)NCc2cc(F)ccc2F)o1)N1CCCCC1 (stereo unspecified)	-13
60	COC(=O)c1cc(C(C)C)nc2c1c(-c1ccco1)nn2C1CCS(=O)(=O)C1 (stereo unspecified)	-6
61	COc1cccc(C2CCN(c3cc(C4CCNCC4)ncn3)C2)c1OC (stereo unspecified)	-12
62	CNCC12CC3CC(CC(C3)C1)C2	-4
63	CCOC(=O)N1CCC(=NNC(N)=O)CC1	-30
64	COc1ccc(-n2c(C)nc3ccc(NC(=O)C4CCCO4)cc3c2=O)cc1 (stereo unspecified)	0
65	NC(Cn1ccc(=O)n(Cc2ccccc2C(=O)O)c1=O)C(=O)O (stereo unspecified)	-18
66	CC(Nc1cncc(Cl)n1)c1ccc(-c2cncnc2)cc1 (stereo unspecified)	-7
67	C=C(C)COc1cccc(C(=O)N2CC(N3CCCCC3C)C2)c1 (stereo unspecified)	-10
68	Cc1nc(C(C)n2cnc(-c3ccccc3)c2-c2ccncc2)cs1 (stereo unspecified)	9
69	O=C(Cn1cc(-c2ccccc2)sc1=O)NCc1ccccc1F	-10
70	CCc1nc(CNc2nccc(-c3cn(C)nc3C)n2)cs1	-12
71	CC(NC(=O)Cn1nnc2c(cnn2-c2ccccc2)c1=O)C1CC1 (stereo unspecified)	13
72	CN1CC2(CCN(C(=O)c3n[nH]c4ccccc34)CC2)CC1C(=O)O (stereo unspecified)	-1
73	O=C(O)c1csc(CSc2nnc(-c3ccccc3Cl)n2-c2ccccc2Cl)n1	0
74	CCOc1ccc(NC2=NC3CS(=O)(=O)CC3S2)cc1 (stereo unspecified)	13
75	Cc1nn(CCNC(=O)C2CCCCn3nnnc32)c(C)c1Cl (stereo unspecified)	-13
76	Cc1nnc(SCCCn2cnc(-c3ccccc3)c2-c2ncc[nH]2)s1	-16
77	CN(C)S(=O)(=O)c1ccc(C(=O)Nc2c3c(nn2-c2ccccc2)CS(=O)C3)cc1 (stereo unspecified)	-7
78	COc1ccc(CN(CC(=O)NC2CCCCC2)S(=O)(=O)c2cccnc2)cc1	-13
79	CC1CCCCN1S(=O)(=O)c1ccc(C(=O)NCCCN2CCCC2)cc1 (stereo unspecified)	-11
80	CCc1ccc(-c2nccn2CCCc2nn[nH]n2)o1	38
81	COc1ccc(CCCC(=O)N2CCC(CN)C2)cc1 (stereo unspecified)	-7
82	Cn1c(SC(C(N)=O)c2ccc(F)cc2)nnc1-c1ccco1 (stereo unspecified)	-31
83	CC(Oc1ccccc1)C(=O)Nn1cnc2c(cnn2-c2ccccc2)c1=O (stereo unspecified)	-5
84	Cc1c(S(=O)(=O)CCNC(=O)NC(C)(C)C)c2ccccc2n1Cc1ccccc1	-12
85	CCNC(=O)NCC1CCN(C/C=C/c2ccccc2)C1 (stereo unspecified)	-12
86	O=C(NCCN1CCc2ccccc21)C1CC2(CCNCC2)CN1 (stereo unspecified)	1
87	COc1cccc(OC)c1C(=O)N(C)CC(OC)OC	-8
88	CCN(Cc1ccccc1)C(=O)C1CC(=O)N(c2ccccc2)C1 (stereo unspecified)	0
89	O=C(c1cccc2cccnc12)N1CCCC1c1cccs1 (stereo unspecified)	-1
90	CC(C)(C)c1csc(CN)n1	-22

More results
no.	SMILES	mcGAS MS inh
91	Cc1ccccc1Oc1cc(C(F)(F)F)nc(SCc2ccccc2Cl)n1	-5
92	CCc1cccc(NC(=O)CNC2(c3ccc(F)cc3)CCC2)c1	-5
93	Cc1cccc(S(=O)(=O)N2CN(CC3CCCO3)c3nc4ccccc4nc32)c1 (stereo unspecified)	-10
94	CCCNC(=O)C1(C)CCN(CCOc2ccc(Cl)cc2)C1 (stereo unspecified)	-3
95	NC(=O)c1ccsc1NC(=O)COC(=O)c1ccc([N+](=O)[O-])s1	-4
96	CN(CCC#N)S(=O)(=O)N1CCCCC1c1cc2ccccc2[nH]1 (stereo unspecified)	-18
97	CCCc1ncc(CN2CCC(C(=O)Nc3cccc(-c4cccc(F)c4)c3)CC2)cn1	-2
98	O=C(CN1C(=O)CCc2ccccc21)Nc1cccc(-n2cccn2)c1	-3
99	Cc1ccc2nc(C)c(C(=O)N3C[C@H](O)[C@@H](N4CCCCC4)C3)cc2c1	-30
100	O=C(COc1cccnc1)N1CCOC(COc2ccc(F)cc2)C1 (stereo unspecified)	-4
101	COc1cccc(CNC(=O)C(=O)Nc2cc3c4c(c2)CCN4C(=O)CC3)c1	-11
102	CC(=O)Nc1cccc2c1CCN(C(=O)c1sc3nc(C)cc(C)c3c1C)C2	2
103	COc1cc(CN2C(=O)C(Cc3ccccc3)ON=C2c2ncccc2C)cc(OC)c1 (stereo unspecified)	-7
104	COCCCNC(=O)C(C)N1CCN(c2nc(C)cs2)CC1 (stereo unspecified)	10
105	O=C(CCc1cc(=O)[nH]o1)N1C[C@H]2CC=CC[C@H]2C1	-26
106	COc1ccc(S(=O)(=O)N(C)C2CCC3(CC2)OCC(C)(C)CO3)cc1OC	18
107	CC(C)N(C)C(=O)C1CCN(Cc2cc3c(cc2O)CCC3)CC1	-5
108	O=C(Nc1ccc(SCCN2CCOCC2)nn1)C1CC1	10
109	CC(=O)Nc1ccc(F)c(C(=O)N(C)c2nccs2)c1	-6
110	Cn1nc(C(C)(C)C)c2c1NC(=O)CC2c1ccc(S(C)(=O)=O)cc1 (stereo unspecified)	-9
111	CCOC(=O)C1(Cc2ccc(F)cc2F)CCCN(C(=O)c2csc(C)n2)C1 (stereo unspecified)	-11
112	COc1cccc(C(=O)CSc2nnc(-c3ccco3)n2CC(C)C)c1	2
113	CN1C(=O)CSC1=CC#N	-3
114	CCOc1ccc(-n2c(CNC(=O)c3ccco3)nnc2SCC(=O)N2CCc3ccccc32)cc1	-2
115	Cn1cc(CCNC(=O)N(CC2CCCO2)CC2CCCO2)cn1 (stereo unspecified)	-8
116	CCOC(=O)C1(Cc2ccccc2C)CCCN(Cc2ccc(COC)o2)C1 (stereo unspecified)	-5
117	CC(=O)Nc1ccc(NC(=O)Nc2cc(C)on2)cc1Cl	2
118	O=C(Cc1ccc2c(c1)OCO2)NC1CCCc2c1cnn2-c1ccc(F)cc1F (stereo unspecified)	-5
119	CSC1(CNC(=O)c2ccc(Oc3ccccc3)nc2)CCOCC1	-13
120	Fc1ccc(Cn2nnc3c(=S)nc[nH]c32)cc1	-3

The closing four compounds of the section above open the next one.
no.	SMILES	mcGAS MS inh
117	CC(=O)Nc1ccc(NC(=O)Nc2cc(C)on2)cc1Cl	2
118	O=C(Cc1ccc2c(c1)OCO2)NC1CCCc2c1cnn2-c1ccc(F)cc1F (stereo unspecified)	-5
119	CSC1(CNC(=O)c2ccc(Oc3ccccc3)nc2)CCOCC1	-13
120	Fc1ccc(Cn2nnc3c(=S)nc[nH]c32)cc1	-3
121	O=C(Cn1cnc2c(cnn2C2CCS(=O)(=O)C2)c1=O)c1ccc2c(c1)OCO2 (stereo unspecified)	-10
122	COC(=O)CC(C)C(=O)N1C(C)CC2CCCCC21 (stereo unspecified)	-9
123	COc1cc(-c2cccc(C(=O)O)c2)ccc1NC(C)=O	-32
124	Cc1nc(-n2nc(-c3cccs3)cc2NC(=O)c2ccccc2F)[nH]c(=O)c1C	-6
125	COC(=O)Cn1c(=NC(=O)C2=COCCO2)sc2ccccc21	-6
126	CC(=O)Nc1ccc(-n2ccc3c(cnc4ncnn43)c2=O)cc1	-7
127	COc1cccc(C(C)N(C)C(=O)CCc2nnc(Cc3c[nH]c4ccccc34)o2)c1 (stereo unspecified)	-3
128	COCc1ccc(CNC(C)c2cnc(N3CCCCCCC3)nc2C)o1 (stereo unspecified)	-11
129	N#Cc1cccc(OCC(=O)Nc2ccccc2Br)c1	-13
130	CC(=O)N(CCc1ccc(F)cc1)CC1=CCCN(CCO)C1	-11

Bioassay records as filed in PubChem.

This is a subset, so the mix of outcomes need not match the whole.
